# Assay outcomes deposited in PubChem BioAssay by National Center for Advancing Translational Sciences (NCATS).
# a7 integrin act = qHTS for Activators of Integrin-Mediated Alleviation for Muscular Dystrophy | hit rate 0.064% among 350,000 | Potency, µM (titrated, usually from 38.3 µM), inactives show at the top dose activation, most hits filed as activators | alpha7betagal myoblasts, beta-gal FDG fluorescence, 48 h;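 note: potency is the fitted concentration of half-maximal effect; 100% = response of the positive control SU9516; nearly all actives have a fitted effect of over 60% in size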
#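 alpha7betagal+/- myoblasts (passage 13, 250/well) treated 48 h at 37C with compounds at 1:260 dilution of DMSO stock. Lysed, then beta-galactosidase activity read as FDG fluorescence (ex 480/em 540) after 30 min, with pre-read for autofluorescence.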
# ELG1 repair inh = qHTS screen for small molecules that inhibit ELG1-dependent DNA repair in human embryonic kidney (HEK293T) cells expressing luciferase-tagged ELG1; HEK293T ELG1-luciferase reporter, luminescence, 16 h; DNA damage induced by 5-fluorouridine; Potency, µM (doses to about 46.1 µM), for the others: top-dose activity change, negative = inhibition, most hits filed as inhibitors; hit rate 2.3% among 330,000; note: potency is the fitted concentration of half-maximal effect; % is set by controls: 0 for no effect and ±100 for the full control effect; nearly all actives have a fitted effect of over 55% in size
#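 Cells (2,000 per well) received 5-fluorouridine plus test compound or DMSO and were incubated 16 hr at 37 °C, 5% CO2. Luciferase activity was read by luminescence 30 min after ONE-Glo addition; signal suppression marked inhibition of damage-induced ELG1 function.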
# p53 reactivator = qHTS assay for re-activators of p53 using a Luc reporter. AID 504706, 2011. H1299 p53-A138V BP100-luciferase reporter, luminescence, 24 h. Potency, µM (titrated, usually from 92.2 µM), for the others: top-dose activity change, positive = activation, usual class: activators. hit rate 0.063% among 320,000; note: potency is the fitted concentration of half-maximal effect; % of control where 0% means no effect; nearly all actives have a fitted effect of over 45% in size
#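 H1299 (p53-null), stable ts p53-A138V + BP100-Luc; 1000 cells/well, Opti-MEM/10% FBS; cpd 4 pt, 1:5; 24 h, 37 deg C, 5% CO2; detection reagent 10 min RT; luminescence.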
# MLL CXXC-DNA inh = qHTS Fluorescence Polarization Assay for Inhibitors of MLL CXXC domain - DNA interaction; hit rate 0.037% among 290,000; MLL-CXXC / FITC-HOXA9 DNA fluorescence polarization; Histone-lysine N-methyltransferase 2A (Homo sapiens), Q03164; AID 2662, 2010; Potency, µM (doses to about 115 µM), inactives show at the highest dose activity change, negative = inhibition, actives largely listed as inhibitors; active = well fitted inhibition curve with a large enough effect in the polarisation, with a control signal flat, not every such curve was filed as active; inconclusive = small, poorly fitted or top-dose-only effect, or effect the other way, or a change in a side signal; inactive = no such curve, though single readings can be large or run the other way; the % refers to the polarisation; note: potency is the fitted concentration of half-maximal effect
#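 Steps: dispense CXXC domain solution (7 uM) → pin compounds or unlabeled HOX-A9 DNA control → 5 min ambient → add FLSN-HOX-A9 solution (50 nM) → spin → 30 min ambient → fluorescence polarization. Tris pH 7.5/NaCl/DTT/BSA buffer.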
# BRCA1 expr act = qHTS Assay to Identify Small Molecule Activators of BRCA1 Expression | hit rate 1.1% among 380,000 | Potency, µM (series often up to 46.1 µM), without a hit: at the top dose activation, hits mostly activators | MCF7-BRCA1-FFLuc reporter, luminescence, 48 h; response scale: scaled: vehicle 0%, 10 µM genistein 100% | AID 624202, 2012; note: potency is the fitted concentration of half-maximal effect; nearly all actives have a fitted effect of over 80% in size; some results filed as inactive show a strong effect at the top dose
#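 48 h compound treatment of MCF7-BRCA1-FFLuc cells (phenol-red free MEM, 37 °C), then 15 min with luciferase substrate and luminescence imaging.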
# B2AR arrestin = qHTS assay of beta-arrestin-biased ligands of beta2-adrenergic receptor; AID 492947, 2010; hit rate 0.02% among 330,000; Potency, µM (highest dose often 46.1 µM), without a hit: at the top dose activation, actives largely listed as activators; Beta-2 adrenergic receptor (Homo sapiens), P07550; beta-arrestin recruitment to beta2AR, cell-based reporter;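 note: potency is the fitted concentration of half-maximal effect; 0% = DMSO controls and full agonism = EC100 isoproterenol or metaproterenol; nearly all actives have a fitted effect of over 65% in size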
# A-T KAP1 phos = qHTS Assay for Identifying a Potential Treatment of Ataxia-Telangiectasia; […] A-T fibroblasts, KAP-1 phosphorylation AlphaLISA; neocarzinostatin DNA damage 30 min before lysis; Potency, µM (top dose mostly 57.5 µM), for the others: at the highest dose activation, most hits filed as activators; hit rate 0.19% among 320,000; note: potency is the fitted concentration of half-maximal effect; % of control where 0% means no effect; nearly all actives have a fitted effect of over 45% in size
#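 ATM-like activity read as KAP-1 phosphorylation via AlphaLISA donor/acceptor antibody pairs after lysis and 6 hr at 25C. Cells were ATM-null patient fibroblasts ([…], hTERT), dosed 60 min, then exposed to the DSB inducer NCS for 30 min.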
# TCR activator = Activators of T cell receptors: qHTS campaign; Potency, µM (highest dose often 9.22 µM), without a hit: top-dose activation of IL-2 secretion, most hits filed as activators; 330,000 tested, under 10 active; AID 504894, 2011; primary human leukocytes, anti-CD3, IL-2 HTRF, 48 h; note: % of control where 0% means no effect
#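 48 hr co-incubation of compounds, a-CD3 beads and primary human leukocytes; IL-2 quantified homogeneously by HTRF with anti-IL-2 K and d2 conjugates.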
# TSG101-PTAP inh = qHTS Assay for Iinhibitors of HIV-1 Budding by Blocking the Interaction of PTAP/TSG101; Tumor susceptibility gene 101 protein (Homo sapiens), Q99816; Fluorescence polarization, FITC-PTAP peptide / Tsg101 binding; Potency, µM (top dose mostly 115 µM), for inactives: at the top dose activity change, negative = inhibition, usual class: inhibitors; 340,000 tested, under 10 active; AID 493005, 2010; active = well fitted inhibition curve with a large enough effect in the main read-out, with a control signal flat, not every such curve was filed as active; inconclusive = small, poorly fitted or top-dose-only effect, or effect the other way, or a change in a side signal; inactive = no such curve, though single readings can be large or run the other way; note: potency is the fitted concentration of half-maximal effect; % of control where 0% means no effect
#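 Fluorescence polarization binding of Tsg101 binding domain (10 uM final) to FITC-labeled PTAP peptide (50 nM final) in HEPES pH 7.5 buffer with NaCl, Tween 20, EDTA, TCEP. Compounds added before peptide; binding 20 min at RT.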
# TRPV1 ag = HTS Assay for Compounds that Act as Agonists of the Vanilloid Receptor 1 | hit rate 0.19% among 320,000 | AID 540275, 2011 | Transient receptor potential cation channel subfamily V member 1 (Homo sapiens), Q8NER1 | activation, % at 8.33 µM | TRPV1-expressing cells, Fluo-8 calcium influx, agonist mode; in the data active = activation above about 80%; inconclusive = between about 30% and that limit; note: 0% is about no effect
# Target sequence (Q8NER1 whole entry, looked up): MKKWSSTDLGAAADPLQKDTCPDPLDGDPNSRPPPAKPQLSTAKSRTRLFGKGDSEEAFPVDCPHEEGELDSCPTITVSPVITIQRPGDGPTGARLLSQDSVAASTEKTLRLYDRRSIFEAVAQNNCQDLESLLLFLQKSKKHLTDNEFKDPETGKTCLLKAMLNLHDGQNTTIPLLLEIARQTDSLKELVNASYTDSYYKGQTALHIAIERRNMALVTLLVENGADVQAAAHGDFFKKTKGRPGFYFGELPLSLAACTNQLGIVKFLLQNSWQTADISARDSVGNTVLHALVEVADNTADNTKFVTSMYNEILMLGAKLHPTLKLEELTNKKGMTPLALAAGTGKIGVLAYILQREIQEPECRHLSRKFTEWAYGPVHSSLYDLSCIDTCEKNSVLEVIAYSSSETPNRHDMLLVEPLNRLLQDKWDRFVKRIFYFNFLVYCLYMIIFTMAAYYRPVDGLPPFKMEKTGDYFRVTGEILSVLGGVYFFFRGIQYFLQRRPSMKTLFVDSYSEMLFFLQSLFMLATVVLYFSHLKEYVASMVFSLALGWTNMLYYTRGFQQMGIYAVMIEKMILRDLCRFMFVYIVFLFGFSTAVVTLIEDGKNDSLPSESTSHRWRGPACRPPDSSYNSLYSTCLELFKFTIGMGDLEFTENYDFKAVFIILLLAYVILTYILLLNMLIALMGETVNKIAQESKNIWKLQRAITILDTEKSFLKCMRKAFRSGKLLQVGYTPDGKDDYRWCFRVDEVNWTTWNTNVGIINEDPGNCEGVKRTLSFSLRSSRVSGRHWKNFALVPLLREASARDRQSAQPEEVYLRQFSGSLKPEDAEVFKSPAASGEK
#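 TRPV1-expressing cells were cultured overnight at 35.5C and loaded with Fluo-8 calcium dye for 40 to 90 min at room temperature. After a 10 s baseline, compound was added and calcium influx was read kinetically for 3 min (ex 480/em 520 nm).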
# Numbers without * were called inactive; ? = inconclusive; / = no result given; [ ] = another dose, or the depositor's remark. Unless noted, calls come from the whole dose curve; as a rule, active = well fitted curve in the direction sought with a large enough effect; inconclusive = small, poorly fitted or top-dose-only effect, or another doubt; inactive = no such curve, though single readings can be large; an effect the other way counts as inactive or inconclusive.
SMILES,a7 integrin act,ELG1 repair inh,p53 reactivator,MLL CXXC-DNA inh,BRCA1 expr act,B2AR arrestin,A-T KAP1 phos,TCR activator,TSG101-PTAP inh,TRPV1 ag
Cc1cc(Oc2ccc3ccccc3c2)nc(SCC(=O)c2ccccc2)n1,-43%,?,-3%,0%,-56%,-0.4%,0%,2%,0%,2
CCOc1ccc(CNc2ccc(CNc3ncn[nH]3)cc2)cc1,13%,-29%,19%,?,-2%,-0.9%,-5%,0%,-6%,3
CCN(CC)S(=O)(=O)c1cccc(C(=O)Nc2ccccc2C(=O)N2CCOCC2)c1,-6%,13%,-5%,10%,-16%,-0.9%,6%,0%,-2%,11
CCN(CC(=O)Nc1c(F)cccc1F)C(=O)c1cccnc1Sc1ccccc1,-2%,0%,4%,/,2%,-0.5%,0%,-1%,-4%,7
CC1(C)CC(NC(=O)c2cccc(S(=O)(=O)Nc3cccc(Cl)c3)c2)CC(C)(C)N1,13%,8%,-3%,/,1%,0.0%,10%,-1%,-5%,0
Cc1onc(-c2ccccc2)c1C(=O)NC(=S)NNC(=O)c1cccnc1,19%,-11%,-10%,11%,-1%,0.0%,-5%,-6%[46.1 µM],0%,1
CN(C)/C=C(/C(=O)c1ccc(Cl)cc1)S(C)(=O)=O,8%,-5%,14%,13%,-4%,-0.3%,8%,-1%,-4%,0
CC(C(=O)Nc1ccc(S(=O)(=O)N2CCCC2)cc1)N1CCN(C(=O)c2ccco2)CC1 (stereo not given),-10%,-8%,-1%,-6%,23%[1.84 µM],-0.5%,7%,4%,-6%,-1
Oc1cncc(-c2cccnc2)c1,7%,8%,-1%,/,18%,0.0%,-9%,3%,-3%,1
CC(C)=CC(=O)OCC(=O)Nc1ncc(Cl)c(C)c1Cl,-6%,?,5%,-10%,5%,-0.2%,3%,-1%,-1%,2
Cc1ccc2c(Cl)cc(Cl)c(OCC(=O)NC3CCS(=O)(=O)C3)c2n1 (stereo not given),12%,?,-5%,1%,-12%,-0.1%,6%,-3%,-4%,2
CC1(C(=O)NC2CCCCC2)CCC(=O)N1Cc1cccs1 (stereo not given),-33%,10%,0%,-2%,-11%,0.5%,1%,7%,-1%,-3
COc1ccc(N2C(=O)C3CCCN3C2c2cccc(OC)c2OC)cc1 (stereo not given),-16%,-3%,0%,-3%,-1%,0.0%,10%,-2%,-1%,2
CC1CC(C)CN(C(=O)COC(=O)Cc2c[nH]c3ccccc23)C1 (stereo not given),10%,-4%,0%,/,-18%,-0.9%,3%,9%,-1%,16
Cc1cc(N2CCOCC2)nc2ccc(NC(=S)NCCC(C)C)cc12,?,?,-1%,5%,-13%,0.0%,17%,10%,2%,4
CCN1C(=O)c2ccccc2S(=O)c2ccc(C(=O)NCc3ccccn3)cc21 (stereo not given),0%,24%,-7%,1%,-11%,0.1%,9%,0%[46.1 µM],-1%,12
C#CCOCCOCCOCCNc1nc(N2CCOCC2)nc(N2CCN(C(=O)[C@H](CC(N)=O)n3cc([C@@H](N)C(C)C)nn3)CC2)n1,7%,?,0%,/,-4%,-0.2%,-6%,-6%,-1%,/
Cc1cc(C(=O)NCC(=O)OCC(=O)Nc2ccc(OC(F)F)cc2)ccc1[N+](=O)[O-],-17%,?,7%,4%,-11%,-1.7%,-4%,-6%[46.1 µM],-2%,6
Cc1nn(C(C)c2n[nH]c(=S)n2-c2cccc(Cl)c2)c(C)c1[N+](=O)[O-] (stereo not given),6%[7.66 µM],3%,-6%,0%,-3%,-0.4%,0%,-1%[46.1 µM],-1%,-5
CCc1ccc(N2C(=O)CC(N(CC3CCCO3)C(=O)/C=C/C(=O)O)C2=O)cc1 (stereo not given),16%,-6%,14%,-1%,-43%,-1.5%,1%,-1%[46.1 µM],0%,3
COc1ccc(CCN(Cc2ccc(C(C)C)cc2)S(=O)(=O)c2ccc(S(=O)(=O)N(C)C)cc2)cc1OC,-14%,7%,-5%,1%,-24%,-0.6%,4%,6%,-1%,-3
Cc1ccc(C(=O)NNC(=O)C2CCCN(c3ncccn3)C2)cc1 (stereo not given),-6%,3%,-7%,6%,-3%,0.0%,6%,-8%,-4%,3
COc1cccc(CC(NC(C)=O)C(=O)NC2CCN(S(=O)(=O)c3ccc(NC(C)=O)cc3)CC2)c1OC (stereo not given),-15%,1%,-4%,2%,-7%,-1.2%,4%,-5%,-2%,-1
C=C1CCN([C@@H](CC(C)C)C(=O)NCc2ccccc2)S(=O)(=O)c2ccccc21,-22%,/,/,/,-29%,/,/,0%,-2%,/
CC(C)c1ccc(C2/C(=C(/O)c3ccccc3)C(=O)C(=O)N2CCCN2CCOCC2)cc1 (stereo not given),10%,-3%,?,-9%,-13%,-0.2%,17%,-12%,-2%,-10
COCCn1c(SCC(=O)Nc2ccc3c(c2)OCCO3)nnc1-c1c[nH]c2ccccc12,-2%,-16%,-31%[inhibitor],8%,11%,-0.9%,/,-2%,0%,3
COC(=O)CCCC1=CC2=CC(=O)C(C)(OC(=O)c3cccs3)C(=O)C2=CN1Cc1ccc2c(c1)OCO2 (stereo not given),-26%,-5%,-1%,-3%,-8%,0.0%,3%,-3%,-1%,-2
COc1ccc(/C=N/NC(=O)c2ccn[nH]2)cc1CN1CCOCC1,9%,?,3%,7%,9%,-0.4%,-8%,1%,-2%,-2
CCOC(=O)N1CCC(NC(=O)CCC(=O)N2CCOc3ccccc32)CC1,-8%,-4%,3%,-7%,-1%,0.5%,17%,-2%,-2%,-4
O=C(NCCCNC(=O)c1ccc(Cl)cc1Cl)c1ccco1,0%,-3%,1%,-10%,-11%,-0.5%,10%,4%,-4%,1
CCC(C)(C)NC(=O)C(C)OC(=O)c1nsc(Cl)c1Cl (stereo not given),-8%,13%,7%,1%,8%,-0.6%,/,-5%[46.1 µM],-7%,-1
CC(C)(C)C(=O)c1cn(CC(=O)O)c2ccccc12,15%,?,-4%,-8%,-5%,0.2%,-2%,2%,-7%,3
COc1cccc2c(=O)c3ccoc3n(C)c12,25%,0%,-3%,-1%,7%,-0.3%,-4%,-2%,0%,-5
Cc1ccc(S(=O)(=O)Nc2nonc2C)cc1,10%,-5%,7%,2%,-21%,0.5%,-3%,-2%,-6%,0
[O-][n+]1onc2c1CCC(=N/O)/C2=N\Nc1ccccc1,/,?,-14%,-14%,/,0.2%,18%,/,/,1
CCCCn1c(N)c(N(CC)C(=O)c2cc(S(=O)(=O)N3CCN(CC)CC3)ccc2Cl)c(=O)[nH]c1=O,-5%,21%,-3%,2%,-7%,-0.6%,6%,-8%,0%,0

# Fetched by compound from above, 2 records:
SMILES,a7 integrin act,ELG1 repair inh,p53 reactivator,MLL CXXC-DNA inh,BRCA1 expr act,B2AR arrestin,A-T KAP1 phos,TCR activator,TSG101-PTAP inh,TRPV1 ag
CCOC(=O)N1CCC(NC(=O)CCC(=O)N2CCOc3ccccc32)CC1,-8%,-4%,3%,-7%,-1%,0.5%,17%,-2%,-2%,-4
CCC(C)(C)NC(=O)C(C)OC(=O)c1nsc(Cl)c1Cl (stereo not given),-8%,13%,7%,1%,8%,-0.6%,/,-5%[46.1 µM],-7%,-1

# Following part
SMILES,a7 integrin act,ELG1 repair inh,p53 reactivator,MLL CXXC-DNA inh,BRCA1 expr act,B2AR arrestin,A-T KAP1 phos,TCR activator,TSG101-PTAP inh,TRPV1 ag
CCc1cccc(CC)c1NC(=O)Cn1c(-c2ccc(F)cc2)noc1=O,28%,2%,2%,5%,-20%,0.0%,1%[11.5 µM],-2%,2%,4
COCCn1c(=O)[nH]c(=O)c2cc(C(=O)c3cc(Cl)ccc3O)cnc21,7%,-7%,-4%,-9%,-20%,2.5%,7%,1%,-11%,-4
COc1cccc(/C=N/NC(=O)c2cc(C34CC5CC(CC(C5)C3)C4)[nH]n2)c1,25%,17%,5%,13%,-9%,0.1%,-8%,0%,-2%,7
CCn1ncc(Cl)c1C(=O)NC(C)c1ccccc1 (stereo not given),2%,-1%,-3%,-1%,30%,0.0%,-2%,2%,-4%,-1
O=C1CN(C(=O)COC(=O)c2ccccc2O)c2ccccc2N1,15%,1%,-1%,-8%,0%,0.5%,-1%,-4%,-4%,2
COc1ccc(NC(=O)C(CCSC)NC(N)=O)cc1NS(=O)(=O)c1ccc(F)cc1 (stereo not given),7%,-4%,-2%,45%[activator],-3%,0.1%,-5%,-2%,0%,-1
